MBD2 inh: blocks human MBD2 binding to methylated DNA; TR-FRET, MBD2 binding to methylated oligonucleotide; hit rate 0.31% among 370,000; Q9UBB5; inhibition, % at 4.4 µM; AID 686964; in the data active = inhibition above about 13%
PRMT1 FP inh: blocks human protein arginine methyltransferase 1; Q99873; recombinant PRMT1, activity-based probe fluorescence polarization; inhibition, % at 2.79 µM; hit rate 1.3% among 370,000; AID 652257;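 active = inhibition above about 21% made by adding two undisclosed values, limit read from the data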
mABHD4 FP: ABHD4 (mouse) inhibition, primary FP screen | Q8VD66 | purified mABHD4, FP-Rh probe fluorescence polarization | inhibition, % at 8.92 µM | hit rate 0.54% among 370,000 | AID 720543;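 active = inhibition exceeding the mean over every tested compound plus 3 SD, cut at about 30% in these data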;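 also: 0% = plate median of compound wells and 100% = S159A mutant with DMSO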
Target sequence (Q8VD66 whole entry, looked up): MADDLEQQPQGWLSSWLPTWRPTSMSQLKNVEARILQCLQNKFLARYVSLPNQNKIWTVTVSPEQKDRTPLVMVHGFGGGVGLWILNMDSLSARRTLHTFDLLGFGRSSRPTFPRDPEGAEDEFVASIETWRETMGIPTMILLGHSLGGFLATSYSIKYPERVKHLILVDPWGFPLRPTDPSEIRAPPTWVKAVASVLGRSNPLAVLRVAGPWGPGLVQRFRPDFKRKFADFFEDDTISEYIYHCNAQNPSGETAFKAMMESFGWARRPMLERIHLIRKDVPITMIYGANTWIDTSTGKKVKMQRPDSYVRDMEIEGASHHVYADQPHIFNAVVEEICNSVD
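Test system: mouse ABHD4 enzyme, wild type. Reagent: FP-Rh fluorescent activity-based probe, added after compound pre-incubation. Timing: pre-incubation 45 min, probe exposure 60 min, at 25 °C. Technique: FP readout, ex 525 nm / em 598 nm. Benchmarks: high control S159A mutant with DMSO, low control median of compound wells.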
LEDGF integ inh: blocks HIV-1 LEDGF/p75-dependent DNA integration. TR-FRET IN-LEDGF/p75 DNA integration, Eu/Cy5. inhibition, % at 3.7 µM. hit rate 0.64% among 370,000;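 active = inhibition above the screen-wide mean plus 3 SD, cut at about 13% in these data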;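 also: signal is the Cy5 over europium emission ratio at 671 and 618 nm; 0% = plate median of compound wells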
HTRA1 inh: HTRA1 (human) protease inhibition | hit rate 0.5% among 340,000 | AID 504803 | inhibition, % at 5.96 µM | Q92743 | recombinant HTRA1, FP-rhodamine activity-based probe, fluorescence polarization; in the data active = inhibition above about 36%;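 also: 0% = enzyme with DMSO and 100% = wells lacking enzyme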
UHRF1 binding: UHRF1 methyl-DNA binding inhibition; Q96T88; UHRF1 binding to methylated oligo, TR-FRET; inhibition, % at 4.4 µM; hit rate 0.75% among 370,000; AID 687016; in the data active = inhibition above about 21%;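 also: UHRF1 SRA domain binding a hemimethylated CpG hairpin DNA probe; 0% = median of test compound wells and 100% = reference inhibitor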
rCAG binder: r(CAG) repeat RNA binding | inhibition, % at 3 µM | TO-PRO-1 dye displacement fluorescence | hit rate 1.3% among 370,000;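 active = inhibition above the plate cutoff, the mean of all test compounds on that plate plus 3 SD, cut at about 35% in these data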;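 also: 0% = DMSO alone and 100% = 100 µM mitoxantrone as full dye displacement; higher means more dye released from RNA so lower well fluorescence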
NR1D1 modulator: Rev-erb alpha (human) modulation. P20393. Rev-erbα–FITC-DNA binding, fluorescence polarization, 90 min. activity, % at 10 µM. hit rate 0.79% among 370,000. AID 1259318;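 active = activity above about 14%, limit read from the data; passing the limit was not always enough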;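 also: 0% = DMSO wells with 35 nM protein and 100% = DMSO wells with 750 nM protein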
Target sequence (P20393 whole entry, looked up): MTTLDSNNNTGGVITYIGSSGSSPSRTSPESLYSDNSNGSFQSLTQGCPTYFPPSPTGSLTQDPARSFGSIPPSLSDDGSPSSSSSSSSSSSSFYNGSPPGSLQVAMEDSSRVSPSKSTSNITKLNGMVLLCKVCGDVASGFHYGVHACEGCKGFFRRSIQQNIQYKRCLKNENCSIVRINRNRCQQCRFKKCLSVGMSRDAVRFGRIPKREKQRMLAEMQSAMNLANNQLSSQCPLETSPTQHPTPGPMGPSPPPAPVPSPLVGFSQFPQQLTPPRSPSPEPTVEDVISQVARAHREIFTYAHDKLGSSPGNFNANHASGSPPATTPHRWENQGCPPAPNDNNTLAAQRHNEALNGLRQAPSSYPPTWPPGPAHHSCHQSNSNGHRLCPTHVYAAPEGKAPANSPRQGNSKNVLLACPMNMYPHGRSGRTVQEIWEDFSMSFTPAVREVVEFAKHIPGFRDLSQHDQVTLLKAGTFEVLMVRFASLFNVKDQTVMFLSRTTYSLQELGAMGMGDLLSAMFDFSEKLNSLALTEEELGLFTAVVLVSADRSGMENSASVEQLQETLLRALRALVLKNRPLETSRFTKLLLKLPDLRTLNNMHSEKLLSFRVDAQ
TCR-CD3 inh: blocks the human TCR-CD3 interaction | TAMRA-labeled TCR probe fluorescence, biochemical | inhibition, % at 9.4 µM | hit rate 0.37% among 360,000; in the data active = inhibition above about 19%;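 also: recombinant mutant TCR 2C K166C tagged with TAMRA read by polarization; 0% = receptor in buffer alone and 100% = receptor with positive control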
PG9 binder: small molecules binding HIV-1 gp120 antibody PG9. AID 624416. inhibition, % at 6.7 µM. hit rate 0.43% among 360,000. TR-FRET gp120-PG9 antibody binding; in the data active = inhibition above about 8.5%
* hit, by the source's call; x = no result given; & = joins results of further samples. The list is partial (hit frequency here may not be typical).

SMILES	MBD2 inh	PRMT1 FP inh	mABHD4 FP	LEDGF integ inh	HTRA1 inh	UHRF1 binding	rCAG binder	NR1D1 modulator	TCR-CD3 inh	PG9 binder
CCCN1C(=O)SC(CC(=O)Nc2ccccc2C)C1=O (stereo unspecified)	-0.7	13.6	0.7	0.3	1.0	-0.5	2.7	4.7	7.2	1.0
CCOC(=O)NN1C(=O)c2ccccc2NC1c1cccnc1 (stereo unspecified)	-4.3	-9.2	-8.5	-1.8	14.7	-0.4	-0.7	-6.1	-0.4	-1.4
CCCc1c(C)nc(N2CCN(c3cccc(OC)c3)CC2)[nH]c1=O	-2.8	-2.3	0.8	-1.7	1.2	-2.1	-6.0	2.7	-1.1	-0.1
C=COCCNC(=O)Nc1ccc(Cl)cc1Cl	-6.1	-2.2	0.3	-7.5	-3.4	2.0	-0.2	3.0	-0.7	-0.2
CC1CCC2(CC1)NC(=S)N(C(C)(C)C)N2 (stereo unspecified)	-4.7	3.1	-6.4	5.3	x	0.5	2.4	-7.1	-14.5	-1.9
CCn1c(=N)n(CC(=O)c2ccc(Cl)c(Cl)c2)c2ccccc21	-1.0	-2.6	-1.6	5.1	-13.7	0.0	15.2	-4.0	10.4	-1.3
CC(=O)N1c2ccccc2C(C)=NCC1C(=O)NC1CCCCC1 (stereo unspecified)	-4.8	-4.5	-1.4	4.5	x	-0.7	-1.4	0.1	x	x
CCC1(CC)Cc2ccccc2-c2nc(CN(C)C)[nH]c(=O)c21	-6.1	-4.5	-0.9	7.2	1.2	-2.3	-2.4	4.3	-8.2	-1.2
Cc1cc(C)n(-c2nc(SCC(=O)O)c3c4c(sc3n2)COC(C)(C)C4)n1	-1.9	-2.8	-6.0	0.4	8.2	-0.7	9.4	-6.4	-5.9	2.4
COc1ccc(N(C(=O)c2ccco2)S(=O)(=O)c2cc(OC)ccc2OC)cc1	-1.2	-1.6	-6.3	1.9	-1.2	-3.0	3.1	-1.9	2.1	-0.8
O=C(Nc1nc(-c2ccc(F)c(F)c2)cs1)c1cnccn1	-0.9	0.4	3.0	1.3	1.5	1.8	0.3	-19.1	2.0	-2.6
Cc1ccc(N=Nc2cc(C)ccc2N)cc1	-4.2	-4.2	10.6	1.7	21.5	2.4	0.9	18.9	3.6	-1.6
Cc1nnsc1NC(=O)OCc1ccc(C(C)(C)C)cc1	2.0	-3.7	-7.4	2.0	-25.4	-1.5	-0.7	-3.8	1.1	-1.0
COc1cccc2cc(C(=O)NC3CC4CCC3C4)oc12 (stereo unspecified)	2.4	7.8	-1.1	4.5	2.5	3.8	-5.8	-0.9	-2.1	-0.1
COCCSc1nnc(NC(=O)CSCc2ccccc2)s1	0.6	-0.1	-3.5	-1.2	2.4	-3.0	-0.8	-6.5	0.1	0.9
Cc1cc(C)cc(NC(=O)CN2CCN(c3ccccn3)CC2)c1	0.3	-4.1	-0.3	-3.2	7.5	-2.3	-9.1	3.9	5.4	-1.7
O=C(Cn1cc2c(n1)CCCCC2)NCc1ccccn1	-0.9	2.7	5.5	0.8	14.0	0.1	-1.4	3.6	1.7	-1.2
Cc1[nH]nc2c1C(CCc1ccccc1)C(C#N)=C(N)O2 (stereo unspecified)	-3.5	2.0	7.1	-2.8	1.2	-11.3	2.9	-2.8	-0.8	-1.9
CCc1ccccc1NC1=NCC(=O)N1C1CCCC1	3.2	3.6	7.1	-1.2	4.7	-1.4	-1.1	-0.3	-0.6	-3.2
O=C(Nc1ccc(NC(=O)c2sc3ccccc3c2Cl)cc1)c1ccco1	0.8	1.5	5.0	-3.5	-6.8	5.0	3.7	-3.1	2.4	0.1
Cc1cccc(N2CCN(S(=O)(=O)c3ccc4c(c3)C(C)(C)C(=O)N4C)CC2)c1C	-1.9	-4.7	-1.2	5.5	-7.2	4.1	17.1	-5.6	3.6	-0.5
COc1ccc(OC)c(/C=C/C(=O)OCC(=O)Nc2cccc(C(C)=O)c2)c1	-0.6	0.8	-14.2	0.6	-12.9	-2.1	1.2	1.8	-3.9	1.0
O=CNC1(c2ccccc2)CCCCC1	-1.0	0.9	9.9	-1.0	8.7	-0.2	3.1	-1.1	-1.9	1.0
O=C1CC(c2cc(F)ccc2F)c2cc3c(cc2N1)CCC3 (stereo unspecified)	3.3	3.7	5.4	-2.9	0.7	8.3	-5.0	0.1	-5.8	-0.6

Fetched by structure from the entries so far:
SMILES	MBD2 inh	PRMT1 FP inh	mABHD4 FP	LEDGF integ inh	HTRA1 inh	UHRF1 binding	rCAG binder	NR1D1 modulator	TCR-CD3 inh	PG9 binder
Cc1cc(C)cc(NC(=O)CN2CCN(c3ccccn3)CC2)c1	0.3	-4.1	-0.3	-3.2	7.5	-2.3	-9.1	3.9	5.4	-1.7
O=CNC1(c2ccccc2)CCCCC1	-1.0	0.9	9.9	-1.0	8.7	-0.2	3.1	-1.1	-1.9	1.0

Next results:
SMILES	MBD2 inh	PRMT1 FP inh	mABHD4 FP	LEDGF integ inh	HTRA1 inh	UHRF1 binding	rCAG binder	NR1D1 modulator	TCR-CD3 inh	PG9 binder
CN(C)C(=O)c1ccc(NS(=O)(=O)c2ccc3c(c2)OCCO3)cc1	0.8	-0.3	2.8	-6.9	7.6	1.4	-4.4	-3.8	0.7	1.1
COc1ccc(-n2c(C)nc3c(cnn3-c3ccc(C)cc3)c2=O)cc1	-1.0	1.3	-2.2	5.7	-4.8	-0.8	-2.2	-2.4	-3.9	1.4
COc1cc(NC(=O)C2CCC(=O)N2S(=O)(=O)c2ccc(C)cc2)cc(OC)c1 (stereo unspecified)	4.8	-1.6	-3.0	1.2	-1.5	-1.9	2.0	5.8	-6.8	-0.5
COc1ccc(NC(=S)NC(NC(=O)/C=C/c2ccccc2)C(Cl)(Cl)Cl)cc1 (stereo unspecified)	-4.5	-0.5	2.7	2.4	-24.4	0.2	14.4	-0.6	-3.4	0.6
C=CCOC(=O)C1=C(C)NC(SCC(=O)NC(=O)OCC)=C(C#N)C1c1cccnc1 (stereo unspecified)	-1.9&-5.3	12.4&-0.3	5.3&-5.9	0.8&0.1	3.2&2.5	0.4&-2.5	3.2&6.4	-4.1&-0.6	-6.2&-3.1	-0.6&1.1
COc1cccc(-c2cnc3c(NC(C)=O)cc(-c4cc(OC)c(OC)c(OC)c4)cn23)c1	0.1	-2.0	-5.4	-0.1	x	-2.6	7.7	-3.1	0.8	-1.0
Cn1cc(CN2CCN(Cc3ccccc3)C(CCO)C2)c(-c2ccccc2)n1 (stereo unspecified)	-6.6	-1.9	0.0	1.9	1.7	-2.9	-8.0	-5.4	7.2	0.4
CCCCOC(=O)c1sc2nc(N3CCOCC3)c3c(c2c1N)CC(C)(C)OC3	3.3	0.7	15.1	-4.1	2.2	0.8	-2.1	12.1	-10.4	-0.9
COCCn1c(=O)c2cc3c(=O)n(CCOC)c(=O)c3cc2c1=O	0.1	-0.8	8.2	-0.2	5.1	4.9	-3.9	-1.0	-0.6	0.7
C/C(=N\NC(=O)OC(C)(C)C)c1ccc(-n2ccnc2)cc1	2.8	-0.5	3.4	-3.2	0.5	0.3	-6.9	-2.7	4.8	-0.1
COC(=O)c1sc2cc(=O)n(-c3cccc(C(F)(F)F)c3)nc2c1O	-5.9	11.5	-0.9	3.0	4.3	2.8	-0.2	1.3	-3.6	-5.2
O=[N+]([O-])c1ccc(N2CCC(=NOCc3ccc(Cl)cc3)CC2)cc1	-0.6	-1.1	0.9	-4.4	-17.0	-6.5	2.4	6.5	-4.2	0.9
CCc1cccc(C)c1NC(=O)c1ccoc1C	1.8	3.3	-0.8	-3.2	-1.8	-3.7	8.1	-2.2	7.6	-1.6
CCOC(=O)C1=C(COC(=O)/C=C/c2ccc(OCC)c(OC)c2)NC(=O)NC1C (stereo unspecified)	-2.1	0.9	3.8	-2.7	-8.4	-3.4	-9.2	-1.7	6.7	-0.4
O=c1oc(-c2ccco2)nc2c1cnn2-c1ccccc1	3.8	2.7	-0.7	4.0	4.9	-2.0	3.5	1.6	2.5	0.7
Cc1cc(C)n(C(=O)CCNC(=O)c2ccccc2Br)n1	-6.2	0.3	-6.1	0.7	-1.6	0.5	-1.9	1.9	-4.4	0.3
COc1ccc2c(c1)CCC1C2=NN(/C(C)=C\C(C)=O)C1c1ccc(F)cc1 (stereo unspecified)	-1.8	6.0	4.0	4.0	-14.3	5.2	4.6	6.5	2.9	-2.4
O=C(c1ccccc1)N1CCN(CC#Cc2ccccc2)CC1	1.5	-0.7	2.2	2.5	1.3	0.0	-2.3	-7.4	3.6	-0.3
Cn1c(=O)c2c(nc(SCC(=O)NCC3CCCO3)n2C)n(C)c1=O (stereo unspecified)	1.5	-3.3	-4.1	-2.3	0.4	-2.3	-4.6	-1.4	1.8	-1.9
COc1ccc(NC(=O)C2Cc3ccccc3O/C2=N\O)cc1 (stereo unspecified)	8.4	4.0	-8.9	2.9	3.1	5.1	2.7	-2.4	0.3	2.4
OC(c1ccc(Cl)c(F)c1)c1ncc(-c2cccc3ccccc23)[nH]1 (stereo unspecified)	10.6	4.3	-31.4	-5.5	x	1.2	7.3	-0.2	-0.8	-1.8
COc1ccc(NS(=O)(=O)c2cc(NC(=O)CCNC(C)=O)ccc2N2CCCCC2)cc1	0.6	4.2	-3.2	-4.8	-7.8	0.1	2.2	2.7	-1.8	-1.2
Cc1ccc(CN(C)C(=O)CN2C(=O)NC3(CCCc4ccccc43)C2=O)c(C)c1 (stereo unspecified)	0.7	-2.6	5.1	-0.8	-4.8	-2.4	-4.6	-1.5	-4.8	-1.7
O=C(Cc1cccs1)N/N=C/C=C\c1ccco1	10.4	11.5	21.1	7.4	14.5	0.1	14.4	11.9	13.8	-3.3
COc1ccc(S(=O)(=O)NCc2ccco2)cc1C(=O)N1CCCCC1	1.0	-2.1	-2.3	2.2	9.0	0.1	16.9	1.6	18.8	-1.6
CC(C)(C)c1ccc(C(=O)NCCc2ccccc2)cc1	-2.7	-4.5	-4.5	0.2	-27.6	1.4	-5.0	2.5	6.9	-0.3
CN(C(=O)c1ccccc1-c1ccccc1C(=O)O)c1ccccc1	0.4	-2.1	-0.2	2.4	-0.5	-2.9	-0.1	5.7	-2.1	0.1
O=C(CSc1ncnc2c1oc1ccccc12)NC1CCCCC1	2.6	-1.5	-0.8	-5.7	5.7	1.4	-0.1	-1.0	3.9	-1.7
COc1cccc(C(=O)Nc2cccnc2)c1OC	0.7	2.5	0.2	2.2	6.2	-1.1	2.0	4.9	-0.8	0.8
C=CC[C@@H](CC(=O)OC(C)(C)C)C(=O)OC[C@@H]1CCCN1C(=O)[C@@H](CC=C)CC(=O)N[C@H](CO)Cc1ccccc1	3.3	-0.7	-0.8	-1.2	0.1	-1.1	-8.7	-2.2	3.4	-1.8
CC(=O)Nc1ccc(S(=O)(=O)Nc2ccccc2N2CCOCC2)cc1Cl	3.5	2.2	6.3	-4.4	-0.1	-1.0	-4.4	4.2	-5.1	-0.2
CCOc1ccc(C(=O)NCc2ccncc2)cc1	-3.8	-4.0	-0.9	-2.8	5.5	0.3	-0.5	-0.2	1.3	-0.5
Nc1nnc(Cc2ccc(Cl)c(Cl)c2)s1	-2.7	-2.1	0.9	-3.5	-2.8	-1.4	0.5	0.9	10.8	0.7
CCc1cc(C(=O)Nc2ncccc2O)sc1C	-2.1	2.8	4.8	-4.4	8.3	0.7	-4.6	-5.6	-1.1	-3.0
O=C(CSc1nnc(CNC(=O)c2cccs2)o1)Nc1ccc(Br)cc1	-5.5	0.3	6.0	2.6	-9.5	-0.9	7.2	2.4	-0.5	-0.9

Bioassay records: PubChem, several laboratories
